High-throughput results from PubChem.
HTR5A ag ctr: HTR5A agonism, opioid heterodimer counter-screen; P47898; HTR5A agonist assay, luminescence, cell-based; activation, % at 9.3 µM; 340,000 compounds, 0.61% hits; in the data active = activation mostly above about 9.5%, no sharp cut-off; inactive = mostly below about 7.6%;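 also: 0% = cells with vehicle only and 100% = reference agonist; strong numbers were not always called active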
Target sequence (P47898 whole entry, looked up): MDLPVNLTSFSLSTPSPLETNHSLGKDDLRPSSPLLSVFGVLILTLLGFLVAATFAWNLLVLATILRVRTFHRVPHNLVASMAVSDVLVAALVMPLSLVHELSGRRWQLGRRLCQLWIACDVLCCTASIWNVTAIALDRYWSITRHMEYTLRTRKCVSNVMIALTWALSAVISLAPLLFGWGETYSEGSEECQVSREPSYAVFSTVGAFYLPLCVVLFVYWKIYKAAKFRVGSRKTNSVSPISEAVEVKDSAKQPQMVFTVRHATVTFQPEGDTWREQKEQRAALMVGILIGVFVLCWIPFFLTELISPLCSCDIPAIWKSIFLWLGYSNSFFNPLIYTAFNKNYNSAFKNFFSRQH
PKA-R1A activ: activators of PKA-R1A complex | 340,000 compounds, 0.083% hits | PKA-R1A dissociation, Cy5-IP20 fluorescence polarization; scaled: DMSO 0%, 113 µM cGMP 100% | activation, % at 11.4 µM | P00514+P68181;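 active = percent activation above the mean of all tested compounds plus 3 SD, cut at about 19% in these data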;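 also: higher means more PKAc released from R1A so a rise in polarization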
Ecoli viability: counter-screen for AddAB inhibitors: E. coli growth inhibition. inhibition, % at 11.9 µM. AID 449728. 330,000 compounds, 0.27% hits. E. coli V3065 growth, OD600 absorbance, 18 h;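 active = inhibition above the campaign's mean inhibition across all tested compounds plus 3 SD, cut at about 9.9% in these data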;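 also: uninfected addAB+ strain grown without phage in ampicillin broth; 0% = DMSO wells and 100% = ciprofloxacin 0.95 µg/ml wells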
PKA-R2B activ: activates the human PKA-R2B holoenzyme complex | P22694+P31323 | activation, % at 11.4 µM | PKA-R2B holoenzyme dissociation, Cy5-IP20 fluorescence polarization; R2B truncated from residue 108, S112A mutant; 0% DMSO only, 100% 113 µM cGMP | AID 504700 | 340,000 compounds, 0.079% hits;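 active = activation above a cutoff set at the mean over all compounds plus 3 SD, cut at about 18% in these data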;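 also: higher means more holoenzyme dissociation and a rise in polarization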
Mot1-301 SUMO: blocks SUMOylation pathway, rescuing yeast Mot1-301 growth. S. cerevisiae Mot1-301 growth rescue, ATP luminescence, 38.5C; percent above DMSO median, 100 means doubled. growth rescue, % at 18.8 µM. 320,000 compounds, 1% hits. AID 2716;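 active = every valid replicate shows activation above 250% relative to neutral control wells; inactive = the rest, any valid replicate at or below 250%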;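 also: OY570 slx delta 5 strain wells were the positive control but not used for scaling; some compounds called inactive have numbers as strong as hits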
DAGLB inhibitor: diacylglycerol lipase beta (human) inhibition; inhibition, % at 5.17 µM; HEK293T DAGLB membrane lysate, EnzChek fluorogenic substrate; 340,000 compounds, 0.059% hits; in the data active = inhibition above about 34%;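 also: 0% = enzyme with vehicle and 100% = wells lacking enzyme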
Tat export inh: inhibitors of E. coli Tat protein transport | 340,000 compounds, 0.036% hits | E. coli MC4100 TorA-mCherry Tat export, fluorescence | inhibition, % at 10 µM;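 active = mean replicate inhibition at least 50% and at least half of replicates individually reaching 50%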;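 also: exported cargo escapes ClpAP degradation while cytoplasmic cargo is degraded and loses fluorescence; 0% = median of neutral control wells and 100% = median of NaSCN control wells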
phage Ecoli inh: E. coli growth loss with phage present | growth absorbance | inhibition, % at 11.9 µM | 360,000 compounds, 0.26% hits | AID 651602; in the data active = inhibition above about 11%
AddAB inh: less growth of phage-infected E. coli with AddAB | E. coli expressing H. pylori AddAB, absorbance growth | inhibition, % at 11.9 µM | 330,000 compounds, 0.29% hits | AID 435030; in the data active = inhibition above about 12%;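 also: 0% = vehicle wells of infected cells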
HTR5A inv ag: counter-screen for OPRM1-OPRD1 inverse agonists: human HTR5A inverse agonism; inhibition, % at 9.3 µM; 340,000 compounds, 0.083% hits; HTR5A cell line, luminescence; AID 504634; P47898; in the data active = inhibition mostly above about 23%, no sharp cut-off; inactive = mostly below about 18%;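 also: 0% = cells with DMSO and 100% = no-cell wells with DMSO; some compounds called inactive have numbers as strong as hits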
CDK5 p35 inh: blocks human CDK5/p35 kinase activity; inhibition, % at 10 µM; Recombinant CDK5/p35, ADP-Glo luminescence, 60 min; AID 488839; Q00535+Q15078; 330,000 compounds, 0.01% hits;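 active = highest replicate inhibition of at least 50% and at least 75% of replicates reaching 50%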;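 also: plate controls were DMSO neutral control for no effect and GW8510 at 10 µM for full effect; many of its hits are not listed in these tables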
Target sequence (Q00535 whole entry, looked up): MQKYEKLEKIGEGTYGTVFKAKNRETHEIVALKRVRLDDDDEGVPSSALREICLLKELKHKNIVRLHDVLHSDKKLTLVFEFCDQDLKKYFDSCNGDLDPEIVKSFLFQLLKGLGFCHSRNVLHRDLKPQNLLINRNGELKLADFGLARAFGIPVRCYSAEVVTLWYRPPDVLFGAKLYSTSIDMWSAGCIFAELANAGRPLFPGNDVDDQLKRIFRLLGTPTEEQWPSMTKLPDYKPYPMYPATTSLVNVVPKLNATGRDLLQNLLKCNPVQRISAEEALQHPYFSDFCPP
Target sequence (Q15078 whole entry, looked up): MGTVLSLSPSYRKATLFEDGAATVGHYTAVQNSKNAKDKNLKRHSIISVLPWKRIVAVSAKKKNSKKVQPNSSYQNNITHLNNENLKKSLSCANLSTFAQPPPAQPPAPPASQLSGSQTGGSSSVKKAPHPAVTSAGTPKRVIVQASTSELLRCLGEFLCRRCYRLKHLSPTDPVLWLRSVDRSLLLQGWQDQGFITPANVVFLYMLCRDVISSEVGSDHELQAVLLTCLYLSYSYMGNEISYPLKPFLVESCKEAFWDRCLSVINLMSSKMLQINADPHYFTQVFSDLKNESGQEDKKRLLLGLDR
The depositor's hits bear a star; . = not tested or not shown.

SMILES	HTR5A ag ctr	PKA-R1A activ	Ecoli viability	PKA-R2B activ	Mot1-301 SUMO	DAGLB inhibitor	Tat export inh	phage Ecoli inh	AddAB inh	HTR5A inv ag	CDK5 p35 inh
Nc1ccc(C(=O)N/N=C/c2ccccc2)cc1	0	6	-1.7	-6	-3	1	-3	1.2	2.3	-8	.
CC1=NOC(=O)/C1=C/c1ccc2c(c1)OCO2	-3	4	0.2	-1	-15	-1	-13	0.6	2.5	4	-1.6
Cn1c(=O)c2c(nc(NCCCO)n2Cc2cccc(Br)c2)n(C)c1=O	3	-9	0.7	9	-9	1	-3	1.8	4.3	-6	-1.2
Cc1ccc(Nc2c(-c3ccccc3)nc3cnccn23)cc1	2	-5	0.7	-6	124	1	-4	1.2	2.5	-7	0.8
O=C(COC(=O)CN1CCSC1=O)Nc1ccc(F)cc1Cl	-4	-7	2.1	4	-11	0	4	2.1	-1.7	10	2.6
CC1(C)Cc2c(sc3nc(SCC(=O)O)[nH]c(=O)c23)CO1	-5	-6	-0.8	-3	9	0	-18	-1.6	0.0	-3	-0.7
O=C(CCC1CCCCC1)NCCS(=O)(=O)N1CCN(c2ccccc2F)CC1	-3	-8	-2.2	-2	12	-2	-2	0.8	1.0	8	0.7
N#Cc1ccc(CSc2nnc(COc3ccccc3)n2-c2ccccc2)cc1	2	-6	-1.4	0	-13	-2	8	-2.5	-0.3	7	-0.3
Cc1cccc(-c2cnn(-c3cccc([N+](=O)[O-])c3)c2N)c1	-2	-3	0.4	-11	4	2	-2	2.8	1.5	5	2.5
COc1ccc(N2CCN(S(=O)(=O)c3ccc(OC)c(C(=O)N4CCOCC4)c3)CC2)cc1	0	3	0.9	-1	-22	3	20	0.9	3.5	-1	-4.4
COc1cccc2cc(C(=O)N3CCN(c4ccccn4)CC3)c(=O)oc12	8	2	-1.0	5	-8	-4	2	1.3	2.1	-20	-0.1
Cc1ccc(SCC(=O)N(C)C2CCS(=O)(=O)C2)c(C)c1 (stereo unspecified)	-2	-23	-2.5	-9	-2	-1	0	0.5	-1.3	7	-2.6
COc1ccc(-c2nnc3n2CCCCC3)cc1OC	1	-3	-1.1	-5	2	-2	-2	0.1	0.9	-3	0.3
Cc1ccc(C)c(S(=O)(=O)NCCOc2nc(NC(C)C)nc(NC(C)C)n2)c1	-7	-9	0.2	1	3	-2	-6	-0.5	0.8	16	-2.0
Cc1cc2c(cc1C)C(c1cccc([N+](=O)[O-])c1)CC(=O)N2 (stereo unspecified)	2	-4	0.2	-11	-3	1	-4	1.3	4.3	1	0.4
O=C(O)c1ccc(CNCc2c(Cl)cccc2Cl)cc1	2	7	-1.8	8	12	2	0	1.6	-0.1	-19	-0.5
Cc1nc2scc(C)n2c(=O)c1S(=O)(=O)Nc1ccc(N2CCOCC2)c(Cl)c1	2	4	-1.1	1	-11	0	-2	0.8	1.9	-4	1.8
O=C(O)CCCCCNC(=O)c1ccc(Br)cc1	-3	-1	0.4	14	12	1	-5	-0.1	1.1	5	-0.4
COc1ccc(CNC(=O)CCc2c[nH]c3ccccc23)cc1	2	12	3.5	-6	-4	-1	6	1.2	4.9	-5	-1.7
Cc1cccc(C(=O)N2CCCC(N3CCN(c4cccc(Cl)c4)CC3)C2)n1 (stereo unspecified)	1	-5	-1.9	8	6	1	-2	2.1	-2.7	0	1.1
Cc1ccc(S(=O)(=O)NCc2nc3ccccc3c(=O)n2N)cc1	-2	7	0.4	6	-10	-3	6	3.1	1.2	9	2.6
CC1(C(=O)OCC(=O)Nc2ncc(Cl)cc2Cl)CC1(Cl)Cl (stereo unspecified)	-4	8	.	-9	.	-2	-8	-0.2	.	10	-0.3
CCOc1ccccc1N1CCN(C(=O)c2ccc(Cl)c(S(=O)(=O)N3CCCCC3)c2)CC1	7	-11	.	-5	.	-4	1	0.4	.	-19	1.7
COc1ccccc1CNC(=O)CS(=O)Cc1nc(-c2ccc(OC)c(OC)c2)oc1C (stereo unspecified)	-2	0	-1.3	-5	1	2	-9	2.1	-0.8	7	0.1
Cc1cc(C)cc(Oc2ccccc2C=O)c1	-1	-13	0.5	-10	-4	-1	1	-0.1	2.2	4	-0.8
Cc1ccc(NC2CCCN(C(=O)c3cccs3)C2)cc1C (stereo unspecified)	2	3	-1.0	-3	.	-4	3	2.6	1.2	-9	-1.2
COC(=O)[C@@H](NC(=O)N1CCN(C(=O)C2COc3ccccc3O2)CC1)C(C)C (stereo partly specified)	2	-10	0.2	-16	7	-1	-9	1.7	-0.6	9	0.2
CCCCNC(=O)N1c2ccccc2CC1C (stereo unspecified)	3	3	-0.4	-17	7	-1	-7	3.3	2.6	-8	-0.4
O=C(NCc1cccc(Cl)c1)c1ccc2nc(N3CCOCC3)sc2c1	0	-4	3.0	-1	155	-1	-1	4.5	3.4	-1	-1.0
O=C(CCS(=O)(=O)c1ccc2c(c1)NC(=O)CS2)NCc1cccs1	4	-7	0.2	-3	4	3	14	-0.5	-0.5	-16	-12
CCCOc1ccccc1NC(=O)/C=C/C(N)=O	2	4	2.9	-1	293	-2	-1	0.0	3.5	13	0.6
Cc1nc2ccc(NC(=O)c3cccs3)cc2c(=O)n1Cc1ccc(Cl)cc1	15*	-7	2.2	-1	-6	1	-1	1.9	0.3	-39	-3.1
Cn1c(SCC(=O)Nc2cccc(Br)c2)nnc1-c1cc2ccccc2o1	0	-7	-2.3	5	6	-1	-3	0.0	2.6	1	-1.1
CN(C(=O)COC(=O)c1cc(F)c(F)cc1Cl)c1ccccc1	3	-6	-1.6	-5	-7	-2	-5	3.0	-0.7	2	-1.2
CCOC(=O)Cn1c(=NC(=O)C2COc3ccccc3O2)sc2cc(S(N)(=O)=O)ccc21 (stereo unspecified)	-1	0	-2.2	-9	-16	0	-13	5.6	-0.5	9	0.9
CCc1noc(C)c1C(=O)N(Cc1ccccc1)c1c(N)n(CCOC)c(=O)[nH]c1=O	-1	0	1.8	-5	-21	-3	-2	2.7	0.5	3	-0.1
CS(=O)(=O)c1ccc(C(=O)Nc2ccc(N3CCCC3)cc2)c(Cl)c1	2	-8	0.4	6	348	3	-9	3.2	-0.3	-5	0.1
O=C1CCCC2=C1C(c1ccco1)Nc1ccc(C(=O)c3ccccc3)cc1N2 (stereo unspecified)	-3	6	0.2	0	2	3	5	2.0	-0.2	6	0.5
Cc1ccc(C(=O)Nc2nc3ccccc3[nH]2)cc1	4	-4	-2.0	9	-2	3	3	-2.0	-6.1	-12	-2.5
O=C(CSc1ccc(F)cc1)Nc1ccc(N2CCOCC2)c(Cl)c1	-3	8	-3.6	17	-4	-2	3	1.8	2.3	-10	0.2

Shown as a markdown table: entries from further up.
| molecule | HTR5A ag ctr | PKA-R1A activ | Ecoli viability | PKA-R2B activ | Mot1-301 SUMO | DAGLB inhibitor | Tat export inh | phage Ecoli inh | AddAB inh | HTR5A inv ag | CDK5 p35 inh |
| --- | --- | --- | --- | --- | --- | --- | --- | --- | --- | --- | --- |
| COC(=O)[C@@H](NC(=O)N1CCN(C(=O)C2COc3ccccc3O2)CC1)C(C)C (stereo partly specified) | 2 | -10 | 0.2 | -16 | 7 | -1 | -9 | 1.7 | -0.6 | 9 | 0.2 |
| CCOc1ccccc1N1CCN(C(=O)c2ccc(Cl)c(S(=O)(=O)N3CCCCC3)c2)CC1 | 7 | -11 | . | -5 | . | -4 | 1 | 0.4 | . | -19 | 1.7 |
| CS(=O)(=O)c1ccc(C(=O)Nc2ccc(N3CCCC3)cc2)c(Cl)c1 | 2 | -8 | 0.4 | 6 | 348 | 3 | -9 | 3.2 | -0.3 | -5 | 0.1 |
| CCc1noc(C)c1C(=O)N(Cc1ccccc1)c1c(N)n(CCOC)c(=O)[nH]c1=O | -1 | 0 | 1.8 | -5 | -21 | -3 | -2 | 2.7 | 0.5 | 3 | -0.1 |
| O=C(CCS(=O)(=O)c1ccc2c(c1)NC(=O)CS2)NCc1cccs1 | 4 | -7 | 0.2 | -3 | 4 | 3 | 14 | -0.5 | -0.5 | -16 | -12 |

The results go on:
SMILES	HTR5A ag ctr	PKA-R1A activ	Ecoli viability	PKA-R2B activ	Mot1-301 SUMO	DAGLB inhibitor	Tat export inh	phage Ecoli inh	AddAB inh	HTR5A inv ag	CDK5 p35 inh
COc1ccc(OCC(=O)Nc2ccc3c(c2)nc(CCN2CCCCC2)n3C)cc1	2	-2	-1.8	-1	0	0	-8	1.7	0.6	-1	0.4
COc1cc(CO)ccc1OCC(=O)N1CCc2ccccc21	0	2	-0.8	-6	-8	2	-5	2.3	1.2	10	-0.7
Cc1ccc2c(c1)C(CCN)C(=O)N2Cc1ccccc1 (stereo unspecified)	-21	-7	0.7	1	0	6	3	2.8	0.2	57*	2.6
O=c1cc(CN2CCN(S(=O)(=O)c3ccc4ccccc4c3)CC2)nc2sccn12	-1	3	-0.2	-2	-4	-4	-2	3.8	-0.3	1	-0.4
O=C(Cc1c(F)cccc1Cl)NNC(=O)c1ccc(Br)s1	3	4	-0.1	6	22	1	0	7.2	0.0	-7	-2.4
COc1ccc(Br)cc1/C=N/n1c(C)nnc1C	1	-5	-0.2	2	5	-1	-2	1.6	0.2	-7	1.5
COC(=O)[C@@H](NC(=O)Nc1ccc(OC(F)(F)F)cc1)C(C)C	11	-4	3.0	8	-23	0	-11	1.3	2.2	-28	0.8
CC1=NN(C(=O)COc2ccc(C)c(C)c2)C(O)(c2ccc(Cl)cc2)C1 (stereo unspecified)	-2	-12	2.8	-4	9	1	11	2.0	6.7	-45	-2.8
COc1ccc(C(=O)N=C2SC3CS(=O)(=O)CC3N2c2ccccc2)cc1OC (stereo unspecified)	1	6	-1.8	0	-10	-1	-11	2.3	0.7	0	-0.2
O=C(CSc1nnc(C2COc3ccccc3O2)o1)N1CCCC1 (stereo unspecified)	2	-14	-1.0	-16	-8	-5	-2	-1.5	-1.1	-6	3.0
O=c1c2c3c(sc2ncn1/N=C/c1cccnc1)CCCC3	2	-12	-1.4	-12	-5	0	-6	1.9	-0.2	-6	-0.5
CC1CCCCC12NC(=O)N(CC(=O)N1CCN(S(=O)(=O)Cc3ccccc3)CC1)C2=O (stereo unspecified)	3	5	3.5	-7	0	0	-4	1.3	0.3	-4	2.8
COc1cc(NC(=O)NCc2ccco2)ccc1-c1ccc(NC(=O)NCc2ccco2)cc1OC	-2	-2	.	10	.	11	-1	-1.6	.	9	-0.6

A draw from above in order of count of non-hydrogen atoms, low to high.
SMILES	HTR5A ag ctr	PKA-R1A activ	Ecoli viability	PKA-R2B activ	Mot1-301 SUMO	DAGLB inhibitor	Tat export inh	phage Ecoli inh	AddAB inh	HTR5A inv ag	CDK5 p35 inh
O=C(Cc1c(F)cccc1Cl)NNC(=O)c1ccc(Br)s1	3	4	-0.1	6	22	1	0	7.2	0.0	-7	-2.4
O=C(CSc1nnc(C2COc3ccccc3O2)o1)N1CCCC1 (stereo unspecified)	2	-14	-1.0	-16	-8	-5	-2	-1.5	-1.1	-6	3.0
O=c1cc(CN2CCN(S(=O)(=O)c3ccc4ccccc4c3)CC2)nc2sccn12	-1	3	-0.2	-2	-4	-4	-2	3.8	-0.3	1	-0.4
